# EBI2 block – antagonists of human EBI2 receptor; P32249; EBI2 beta-arrestin recruitment, luminescence, 7a,25-OHC stimulated; inhibition, % at 5 µM; 360,000 tested, 0.81% active; AID 651636; in the data active = inhibition above about 38%;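 also: enzyme fragment complementation signal reports receptor beta-arrestin coupling in cells; 0% = agonist plus DMSO wells and 100% = wells without agonist; some results beyond the cut were filed as inactive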
# Target sequence (P32249 whole entry, looked up, the tested form may be a part): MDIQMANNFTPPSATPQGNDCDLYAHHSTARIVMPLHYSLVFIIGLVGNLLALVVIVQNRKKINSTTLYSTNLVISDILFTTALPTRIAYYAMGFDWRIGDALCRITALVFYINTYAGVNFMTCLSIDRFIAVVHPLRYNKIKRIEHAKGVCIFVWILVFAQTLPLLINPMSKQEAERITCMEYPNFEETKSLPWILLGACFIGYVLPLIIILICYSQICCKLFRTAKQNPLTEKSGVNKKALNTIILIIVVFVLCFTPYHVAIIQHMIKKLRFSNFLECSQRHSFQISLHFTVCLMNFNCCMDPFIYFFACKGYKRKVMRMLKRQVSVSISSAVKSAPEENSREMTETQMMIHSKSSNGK
# CXCR6 inh – inhibitors of human CXCR6 receptor | O00574 | CHO-K1 PathHunter CXCR6 beta-arrestin, luminescence | inhibition, % at 20 µM | 360,000 tested, 0.36% active; in the data active = inhibition above about 34%, passing the limit was not always enough;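 also: antagonist mode with CXCL16 agonist at 10 nM final; 0% = 10 nM CXCL16 with DMSO and 100% = unstimulated wells without agonist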
# Target sequence (O00574 whole entry, looked up): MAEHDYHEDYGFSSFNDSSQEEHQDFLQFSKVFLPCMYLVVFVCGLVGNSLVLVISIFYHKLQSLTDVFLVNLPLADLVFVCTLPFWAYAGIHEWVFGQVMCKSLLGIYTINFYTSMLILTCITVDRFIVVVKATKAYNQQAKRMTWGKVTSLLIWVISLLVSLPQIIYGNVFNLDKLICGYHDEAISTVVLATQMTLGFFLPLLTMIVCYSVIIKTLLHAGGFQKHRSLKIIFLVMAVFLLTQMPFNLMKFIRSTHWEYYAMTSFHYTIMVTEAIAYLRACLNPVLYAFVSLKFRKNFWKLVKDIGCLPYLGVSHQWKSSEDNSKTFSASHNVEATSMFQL
# * = called active by the depositor. A portion of the library; count on the stated rates, not on these rows.
SMILES,CXCR6 inh,EBI2 block
O=C(NC1CCCC1)C1c2ccccc2OCC(=O)N1CC(F)(F)F (stereo not given),4,3
COC(=O)C1(C)COP(=O)(Nc2ccc(OC)cc2)OC1 (stereo not given),-3,-4
CCOC(=O)C1(C)CCCN1C(=O)c1ccc(C(=O)OC)cc1 (stereo not given),-1,2
COC(=O)[C@@]1(Cc2ccc(F)cc2)[C@H]2c3cc(C(=O)N4CCCC4)n(CCN4CCNC4=O)c3C[C@H]2CN1C(=O)c1ccccc1,2,-4
O=C(C[C@H]1C[C@@H]2c3cc(NS(=O)(=O)c4ccccc4)ccc3O[C@@H]2[C@H](CO)O1)N1CCOCC1,3,2
CCOC(=O)C1=CCN(S(=O)(=O)c2ccc(F)cc2)C1c1ccc(Br)cc1 (stereo not given),4,19
C[C@H](CO)N1C[C@H](C)[C@H](CN(C)C(=O)NC2CCCCC2)Oc2cc(-c3cccnc3)ccc2S1(=O)=O,7,1
CC1(C(=O)NS(=O)(=O)c2ccc(Cl)s2)CCN1C(=O)c1ccc(C2CCCCC2)cc1 (stereo not given),7,4
COc1cccc(-c2ccc3nccn3c2)c1,-19,0
COc1ccccc1NC(=O)Nc1nc(C(N)Cc2ccc(Cl)cc2)cs1 (stereo not given),-24,-10
CSC[C@H]1CN(Cc2ccccc2)C(=O)[C@@H]1CC(=O)Nc1ccccc1,10,-7
COc1ccc(C(O)c2nc(-c3cccc(O)c3)cs2)cc1 (stereo not given),-2,2
Cc1cnc(C(=O)OCC(=O)c2cc(C)n(CCc3ccc(F)cc3)c2C)cn1,-4,-4
O=[N+]([O-])c1ccc(C(S(=O)(=O)Cc2ccccc2)S(=O)(=O)Cc2ccccc2)cc1,19,10
C[C@H](CO)N1C[C@H](C)[C@H](CN(C)S(C)(=O)=O)OCc2ccccc2-c2c(n(C)c3ccccc23)C1=O,4,4
CCCNC(=O)C1(C)CCN(Cc2ccc(Oc3ccccc3)cc2)C1 (stereo not given),-4,-2
COc1ccc(CNC(=O)CCNC(=O)C2CCN(S(=O)(=O)c3ccc(OC)cc3)CC2)cc1,-11,-11
COc1ccc(-n2sc3ccccc3c2=O)cc1,4,14
CCN(CC)C(=O)C1=C(C)N(CCCN2CCCC2=O)C(=O)C(CC(=O)NCCCN(C)C)C1 (stereo not given),-11,-5
O=c1[nH]c(=S)n2c(c1-c1ccccc1)OC(CBr)C2 (stereo not given),4,3
CC(=O)N(c1ccccc1)c1ccccc1[N+](=O)[O-],3,-9
Nc1ncnc2c1ncn2[C@@H]1O[C@H](C(=O)NCc2ccc(OC(F)(F)F)cc2)[C@@H](O)[C@H]1O,-7,-13
O=C(C1CN(C(=O)c2cc3ccccc3o2)c2ccccc2O1)N1CCCCC1 (stereo not given),1,-1
CCCCCCN1C[C@H](n2cc(C3CC3)nn2)[C@@H](O)C[C@@H]1c1ccccc1,-11,-3
CC(NS(=O)(=O)c1cccc(Cl)c1F)[C@H](O)c1ccccc1 (stereo not given in full),6,-10
CCc1nc2c(OCC3CCCCC3)cccn2c1N(C)C(=O)c1ccc(C)cc1,22,12
COc1ccc(NC(=O)CN(C)C(=O)c2ccc(S(=O)(=O)N3CCOCC3)cc2)cc1,-10,-4
COc1ccc(CN2C(=O)C(CC(=O)NCCN3CCOCC3)CC(C(=O)N(C)C)=C2C)cc1 (stereo not given),4,-4
CCN(CC(=O)Nc1c(F)cccc1F)C(=O)CCCN1C(=O)c2ccccc2C1=O,-3,-6
CC1(C(=O)NS(=O)(=O)c2ccc(C#N)cc2)CCN1C(=O)c1ccc(C2CCCCC2)cc1 (stereo not given),0,5
NC(COCc1ccccc1)c1csc(NC(=O)Nc2cccc(C(F)(F)F)c2)n1 (stereo not given),-28,3
COc1ccc(NC(=O)C2Cc3c(-c4cccc(C(C)=O)c4)ccnc3O2)cc1 (stereo not given),4,-16
O=C(NCCc1ccccc1F)c1cc(COc2ccc(F)cc2F)on1,-1,11
Cc1ccccc1S(=O)(=O)NC(=O)C1(C)CCN1C(=O)CCc1ccc(Cl)cc1Cl (stereo not given),2,-6
COc1ccc(C2CCc3cc4c(cc3C2=NOC(C)=O)OCO4)cc1OC (stereo not given),-5,6
COc1cc(CNc2nccn3ccnc23)cc(OC)c1,3,-3
COCOCCn1cc(CN2CCS(=O)(=O)N(Cc3ccc(-c4ccc(Cl)nc4)cc3)C(CC(C)C)C2=O)nn1 (stereo not given),1,8
O=C(NCc1ccccc1)c1cc(C2CCCN(C(=O)C3CC3)C2)on1 (stereo not given),-2,-4
O=C(CSc1nc2ccccc2c(=O)n1-c1ccc(F)cc1F)NC1CC1,1,-6
CS(=O)(=O)Nc1cccc(NC(=O)c2ccc(-n3ccnc3)c3ccoc23)c1,0,5
O=C(COC(=O)c1cccc(S(=O)(=O)N2CCCCC2)c1)NCc1cccc(Cl)c1,1,-3
Cc1ccc(S(=O)(=O)NN=C2CCCc3ccccc32)cc1,0,-1
CC1=C(C(=O)N(C)C)CC(CC(=O)NC2CC2)C(=O)N1CCC1=CCCCC1 (stereo not given),4,-3
Cc1ccccc1NC(=O)C(C)Sc1nnc(CN2CCCC2)n1Cc1ccccc1 (stereo not given),5,9
C[C@@H]1COc2cccc(N3CCC[C@H]3CO)c2S(=O)(=O)N1,-3,0
Clc1cccc(Cc2c(C3CCCCC3)nc3ccc(Br)cn23)c1,12,15
COCc1cccc(-c2csc(C(C)(O)c3ccccc3)n2)c1 (stereo not given),-4,11
N#Cc1cccc(C(Br)S(=O)(=O)c2ccccc2)c1 (stereo not given),0,4
Cc1cn([C@H]2C[C@H](O)[C@@H](CCC(=O)NCc3cccc4ccccc34)O2)c(=O)[nH]c1=O,-2,-6
Cn1ccc2c(-c3ccc(C(F)(F)F)cc3)cc3c(c21)C1CCC3C1 (stereo not given),-8,3

# Following part
SMILES,CXCR6 inh,EBI2 block
COc1ccccc1OCC(=O)N/N=C(\C)c1ccc2ccccc2c1,-3,0
Cc1onc(-c2ccccc2)c1C(=O)N1CCCC(C)(C(=O)NS(=O)(=O)C2CC2)C1 (stereo not given),2,-14
CC(=O)c1ccc(OC2(C)CCN(Cc3ccc4c(c3)OCCO4)C2)cc1 (stereo not given),1,-10
COCCNC(=O)C1CCCN(Cc2ccccc2)CC1 (stereo not given),-2,-2
O=C(Nc1ccc(Cc2ccc(NC(=O)Nc3cccnc3)cc2)cc1)Nc1cccnc1,0,-15
N#CC1C(=O)NC(=O)C(C#N)C12CCCc1sccc12 (stereo not given),-2,-14
O=S1(=O)C[C@H](N2CCC[C@@H]2CO)[C@@H](COCc2ccccc2)N1,0,-3
CSCCNC(=O)C1(C)CCN1C(=O)CCc1ccccc1 (stereo not given),-2,-8
COc1ccc(Cc2c(-c3cccc(Cl)c3)nc3ccc(Br)cn23)c(C)c1,7,-7
Nc1nc(N=Nc2ccc(O)cc2)cc(=O)[nH]1,40,10

# Overlap with the part before: six compounds, followed by the next part.
SMILES,CXCR6 inh,EBI2 block
O=C(Nc1ccc(Cc2ccc(NC(=O)Nc3cccnc3)cc2)cc1)Nc1cccnc1,0,-15
N#CC1C(=O)NC(=O)C(C#N)C12CCCc1sccc12 (stereo not given),-2,-14
O=S1(=O)C[C@H](N2CCC[C@@H]2CO)[C@@H](COCc2ccccc2)N1,0,-3
CSCCNC(=O)C1(C)CCN1C(=O)CCc1ccccc1 (stereo not given),-2,-8
COc1ccc(Cc2c(-c3cccc(Cl)c3)nc3ccc(Br)cn23)c(C)c1,7,-7
Nc1nc(N=Nc2ccc(O)cc2)cc(=O)[nH]1,40,10
O=c1[nH]c(=S)[nH]c2c1[C@H](CCc1cccc(Cl)c1)O[C@H](C1CC1)C2,3,-5
Nc1cc(N)nc(SCc2ccccc2Cl)n1,-8,-1
CC(C)[C@H](NC(=O)c1ccco1)C(=O)Nc1ccc(N2CCCCCC2)cc1,4,0
CC(C)(C)c1ccc(CC(=O)N2CCC2(C)C(=O)NS(=O)(=O)c2ccc(Cl)cc2)cc1 (stereo not given),3,-2
CCN1CCN(C(C(=O)NC2CCCCC2)c2ccnc3ccccc23)CC1 (stereo not given),-10,-11
CC(C)=CCC[C@H](C)CC1Cc2[nH]c(=S)[nH]c(=O)c2C(c2ccc(Cl)cc2)O1 (stereo not given in full),4,5
Cc1ccc2nc(-c3ccc(F)cc3)c(CC3CCCCC3)n2c1,14,-3
CC1CCN(C(=O)c2ncn3c2c(=O)[nH]c2cccnc23)CC1,9,-7
O=C(C1CCCCC1)N1C[C@@H](n2cc(C3CC3)nn2)[C@H](O)C[C@@H]1c1ccc(Cl)cc1,6,15
CSc1ccc(Cn2c(C)c(C(=O)NCc3ccc(F)cc3)sc2=O)cc1,4,16
O=C1NC[C@H](c2ccccc2)N(CCCCC2CCCCC2)C1=O,11,29
NC(=O)c1ccc(NCCc2ccco2)cc1,-15,-11
O=C(C[C@@H]1C[C@@H]2c3cc(NS(=O)(=O)c4ccc(F)cc4)ccc3O[C@@H]2[C@H](CO)O1)NCc1ccc(Oc2ccccc2)cc1,-9,12
CN(C)CCNc1ncnc2c1ncn2[C@H]1CN(Cc2ccccc2)C[C@@H](CO)O1,-9,-9
COc1ccc(C(=O)NCC(=O)OCC(=O)c2c[nH]c3ccccc23)cc1,-2,3
CCCC(=O)N1CCC1(C)C(=O)NCc1ccc(C(C)C)cc1 (stereo not given),-3,-6
Clc1cccc(Cc2c(-c3cccc(Br)c3)nc3ccc(Br)cn23)c1,3,3
COc1ccc(OCCN2CCC(C(=O)NC(c3ccc(OC)cc3)c3ccccn3)CC2)cc1 (stereo not given),7,21
CCOC(=O)[C@]12CCC=C1N(Cc1ccc3c(c1)OCO3)C(=O)[C@H](CC(=O)NCCCN1CCCC1=O)C2,2,1
Cc1ccc(C(=O)OCC(=O)Nc2ccc(C)c(S(=O)(=O)N3CCCCC3)c2)o1,-6,-2
CCCNC(=O)C1(C)CCN(C(=O)c2ccc(C)c(F)c2)C1 (stereo not given),0,2
CC1(c2nnnn2Cc2ccccc2)CCC(=O)N1Cc1cccc(C(F)(F)F)c1 (stereo not given),0,-8
COc1ccccc1CNc1nc(-c2ccccc2CO)c2sccc2n1,-1,17
COC(=O)C1CCN(S(=O)(=O)CCNC(=O)c2ccccc2)CC1,6,0
CC1(Oc2cccc(C#N)c2)CCN(Cc2ccccc2OC(F)F)C1 (stereo not given),0,11
CC(C)C[C@H]1CN([C@@H](CC(C)C)CN2CCC[C@H]2CN2C(=O)C(=O)NC[C@@H]2Cc2ccccc2)C(=O)C(=O)N1CCc1ccccc1,0,-8
NC(c1ccccc1)c1csc(Nc2ccc(C(F)(F)F)cn2)n1 (stereo not given),-14,2
CC(C)OCCCNC(=O)CN1C(=O)CSc2ccc(S(=O)(=O)N3CCOCC3)cc21,-4,-2
CCCCCC(=O)N1C[C@@H](n2cc(-c3ccc(F)cc3)nn2)[C@H](O)C[C@@H]1c1ccc(C)cc1,1,31
OC[C@@H]1CN(Cc2ccc(-c3ccccc3)cc2)C[C@H](n2cnc3c(NC4CCCC4)ncnc32)O1,-13,-2
CCCN(C)C[C@H]1OCc2cnnn2CCCC(=O)N([C@H](C)CO)C[C@@H]1C,2,-8
Nc1nc2ncccc2cc1C(=O)NC1CCCCC1,-3,3
Cc1ccc(NC(=O)C2(C)CCN2C(=O)Cc2ccc(C(C)(C)C)cc2)cc1C (stereo not given),5,-8
Cc1ccccc1NC(=O)CN1CCN(c2ccc(F)cc2)CC1,1,-3
Cc1cccnc1C1=NOC(Cc2ccccc2)C(=O)N1Cc1ccc2c(c1)OCO2 (stereo not given),9,21
CC1(C(=O)NS(=O)(=O)c2cccc(C#N)c2)CCN1C(=O)Cc1cc(F)ccc1F (stereo not given),0,-11
FC(F)(F)Oc1ccccc1C(c1nnnn1C1CCCCC1)N1CCN(C/C=C/c2ccccc2)CC1 (stereo not given),11,70*
CC(C)Nc1ncnc2c1ncn2[C@H]1CN(Cc2cccnc2)C[C@@H](CO)O1,6,-8
O=C(Nc1nc(OCC(F)(F)F)cnc1/C=C\c1ccccc1)c1ccsc1,8,-2
CCOC(=O)c1c(NC(=S)SC)sc(C(=O)N2CCc3ccccc3C2)c1C,5,7
CC(C)(C)c1ccc(S(=O)(=O)NC(=O)C2(C)CCN2C(=O)C2(c3ccccc3)CC2)cc1 (stereo not given),-1,-11
OC(c1ccccc1)(c1nc(-c2ccc(Cl)cc2)cs1)C(F)(F)F (stereo not given),-10,33
CC(C)(C)n1nnnc1C(CCc1ccccc1)N1CCN(C/C=C/c2ccccc2)CC1 (stereo not given),6,29
C[C@@H]1CN([C@@H](C)CO)C(=O)CCCn2nncc2CO[C@H]1CN(C)S(=O)(=O)c1ccc(C#N)cc1,-4,-11
Cn1c(=O)c2c(ncn2CC(=O)O)n(C)c1=O,-3,-7
O=C(NC(c1ccc(-c2ccccc2)cc1)c1cnccn1)C1CCN(Cc2ccc(Oc3ccccc3)cc2)CC1 (stereo not given),15,4
CC(C)(C)c1ccc(CC(=O)N2CCC2(C)C(=O)NS(=O)(=O)c2ccccc2C(F)(F)F)cc1 (stereo not given),-2,-2
OC[C@@H]1CN(Cc2ccncc2)C[C@H](n2cnc3c(N4CCOCC4)ncnc32)O1,-6,-9

# Assay outcomes deposited in PubChem by Sanford-Burnham Center for Chemical Genomics.
